# MITF act = increases MITF-driven TRPM1 promoter luciferase signal. SK-MEL-5 TRPM1-promoter luciferase, 24 h; % of positive control, neutral wells = 0. activation, % at 12.5 µM. 300,000 compounds, 0.75% hits;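 active = mean activation of at least 80% with every replicate also reaching 80%; inconclusive = mean reaches 80% but some replicate falls short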;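 also: 0% = neutral control wells and 100% = parthenolide positive control wells; values of inactives mirror those of a sister screen read the other way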
# SR-BI HDL uptake = mouse SR-BI HDL lipid transfer inhibition. ldlA[mSR-BI] CHO cells, DiI-HDL uptake fluorescence, 3 h. inhibition, % at 12.5 µM. 320,000 compounds, 0.96% hits. AID 488896;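 active = mean replicate inhibition of at least 70% and a set share of replicates each scoring 70 or more; inconclusive = meets just one of the two criteria; inactive = fails both criteria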;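 also: 0% = median of neutral control wells and 100% = median of positive control wells; values of inactives mirror those of a sister screen read the other way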
# dFosB activator = activators of mouse delta FosB homodimer | activation, % at 25 µM | P13346 | purified delta FosB, TAMRA-CDK5 oligo fluorescence polarization; percent of positive-control signal above neutral wells | 340,000 compounds, 0.99% hits | AID 493131;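 active = mean activation above about 17%, with every replicate also reaching it, limit read from the data, passing the limit was not always enough; inconclusive = only one of the two conditions met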;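 also: fluorescence polarization rise as delta FosB binds a TAMRA Cdk5 AP-1 oligo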
# NSD2 HMT inh = NSD2 (human) methyltransferase inhibition. O96028. NSD2 peptide methylation, AlphaScreen, 120 min. inhibition, % at 12.5 µM. 310,000 compounds, 0.54% hits. AID 743445; in the data active = inhibition above about 50%
# Target sequence (O96028 whole entry, looked up): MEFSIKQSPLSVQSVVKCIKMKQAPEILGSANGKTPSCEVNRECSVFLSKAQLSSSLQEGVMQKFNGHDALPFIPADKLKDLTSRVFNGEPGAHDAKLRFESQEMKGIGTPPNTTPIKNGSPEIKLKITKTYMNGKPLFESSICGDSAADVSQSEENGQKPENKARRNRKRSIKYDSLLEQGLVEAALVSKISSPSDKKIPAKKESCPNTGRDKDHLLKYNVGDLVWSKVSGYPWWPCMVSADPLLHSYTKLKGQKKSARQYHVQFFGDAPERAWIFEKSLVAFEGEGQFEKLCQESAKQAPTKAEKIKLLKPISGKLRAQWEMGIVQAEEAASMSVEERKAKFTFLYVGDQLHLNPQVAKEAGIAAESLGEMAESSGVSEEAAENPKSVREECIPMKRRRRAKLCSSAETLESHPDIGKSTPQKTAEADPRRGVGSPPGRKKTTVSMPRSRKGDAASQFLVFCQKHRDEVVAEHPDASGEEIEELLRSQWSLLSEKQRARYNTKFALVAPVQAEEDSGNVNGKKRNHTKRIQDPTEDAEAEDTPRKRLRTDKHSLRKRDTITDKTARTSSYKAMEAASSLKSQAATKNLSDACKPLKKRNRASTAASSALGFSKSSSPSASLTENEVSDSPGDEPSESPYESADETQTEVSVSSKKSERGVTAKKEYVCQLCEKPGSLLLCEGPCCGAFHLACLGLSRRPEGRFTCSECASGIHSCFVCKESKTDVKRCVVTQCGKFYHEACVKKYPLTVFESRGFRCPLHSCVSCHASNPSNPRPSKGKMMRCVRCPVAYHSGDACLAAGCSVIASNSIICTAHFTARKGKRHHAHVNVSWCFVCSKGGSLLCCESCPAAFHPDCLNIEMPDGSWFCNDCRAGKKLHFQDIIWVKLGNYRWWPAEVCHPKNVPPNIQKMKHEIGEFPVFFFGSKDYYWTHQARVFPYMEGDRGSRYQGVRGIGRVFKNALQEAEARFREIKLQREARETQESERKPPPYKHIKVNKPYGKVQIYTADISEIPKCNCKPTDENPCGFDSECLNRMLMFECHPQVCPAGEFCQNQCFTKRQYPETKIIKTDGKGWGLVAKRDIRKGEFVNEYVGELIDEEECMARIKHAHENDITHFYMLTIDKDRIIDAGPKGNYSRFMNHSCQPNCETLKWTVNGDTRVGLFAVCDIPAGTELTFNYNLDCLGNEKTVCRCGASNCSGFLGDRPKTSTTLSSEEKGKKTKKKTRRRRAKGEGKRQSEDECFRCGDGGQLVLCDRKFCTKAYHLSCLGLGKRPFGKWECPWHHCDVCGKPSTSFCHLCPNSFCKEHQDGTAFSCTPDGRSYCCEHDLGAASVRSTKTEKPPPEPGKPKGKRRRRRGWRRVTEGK
# CDK5 p35 inh = CDK5/p35 (human) kinase inhibition | Q00535+Q15078 | Recombinant CDK5/p35, ADP-Glo luminescence, 60 min | inhibition, % at 10 µM | 330,000 compounds, 0.01% hits | AID 488839;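 active = highest replicate inhibition of at least 50% and at least 75% of replicates reaching 50%; inconclusive = only one of the two criteria met; inactive = both criteria failed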;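 also: plate controls were DMSO neutral control for no effect and GW8510 at 10 µM for full effect; many of its hits are not listed in these tables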
# DSG3 Ab inh = human desmoglein-3 autoantibody binding inhibition; DSG3-coupled beads, scFv-anti-DSG3-GFP binding, flow cytometry; active compounds read low; binding (percent of control), % at 10 µM; 310,000 compounds, 0.48% hits; P32926;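 active = binding more than 3 SD below its plate's average and above zero; inconclusive = below that plate limit but binding exactly zero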;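 also: hits lower antibody fragment binding to DSG3; some compounds called inactive have numbers as strong as hits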
# SUMO Mot1 rescue = inhibitors of SUMOylation pathway: yeast Mot1-301 growth rescue; S. cerevisiae Mot1-301 growth rescue, ATP luminescence, 38.5C; percent above DMSO median, 100 means doubled; growth rescue, % at 18.8 µM; 320,000 compounds, 1% hits;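 active = every valid replicate shows activation above 250% relative to neutral control wells; inactive = the rest, any valid replicate at or below 250%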;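 also: OY570 slx delta 5 strain wells were the positive control but not used for scaling; some compounds called inactive have numbers as strong as hits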
# PKA-R2B act = PKA-R2B complex activation. P22694+P31323. PKA-R2B holoenzyme dissociation, Cy5-IP20 fluorescence polarization; R2B truncated from residue 108, S112A mutant; 0% DMSO only, 100% 113 µM cGMP. activation, % at 11.4 µM. 340,000 compounds, 0.079% hits. AID 504700;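 active = activation above a cutoff set at the mean over all compounds plus 3 SD, cut at about 18% in these data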;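 also: higher means more holoenzyme dissociation and a rise in polarization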
# SR-BI uptake up = SR-BI HDL lipid transfer activation; CHO ldlA[mSR-BI] cells, DiI-HDL uptake fluorescence, 3 h; 100 = double the neutral-control signal; activation, % at 12.5 µM; 320,000 compounds, 0.096% hits;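 active = mean replicate activation of at least 60% and every replicate at or above 60%; inconclusive = mean or all-replicate condition met, but not both; inactive = mean below 60% and not all replicates reaching 60%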;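 also: 0% = median plate neutral-control signal and 100% = twice that signal; values of inactives mirror those of a sister screen read the other way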
#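 Material: SR-BI-overexpressing, LDLR-lacking CHO cells | Dosing: Single compound concentration, delivered by pin transfer | Probe or stimulus: Labelled HDL, 10 µg/mL | Signal: Bottom-read cell fluorescence after medium removal, ex 550/em 595 nm | Schedule: 3 h, 37 °C | Evaluation: HDL uptake via cellular fluorescence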
# PKA-R1A activ = activators of PKA-R1A complex. P00514+P68181. PKA-R1A dissociation, Cy5-IP20 fluorescence polarization; scaled: DMSO 0%, 113 µM cGMP 100%. activation, % at 11.4 µM. 340,000 compounds, 0.083% hits;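 active = percent activation above the mean of all tested compounds plus 3 SD, cut at about 19% in these data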;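 also: higher means more PKAc released from R1A so a rise in polarization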
# Arrestin-AP2 inh = human beta-arrestin and AP2 interaction inhibition; FITC-arrestin peptide / GST-AP2 beads, flow cytometry; AP2 beta2 appendage carries R879A mutation; AID 504490; 340,000 compounds, 0.31% hits; inhibition, % at 10 µM;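 active = inhibition above a set limit, near 3 SD of compounds lacking own fluorescence, cut at about 54% in these data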;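 also: plate controls were DMSO wells for no effect and 5 µM unlabelled arrestin peptide for full effect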
#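 Material – AP2 appendage R879A on GSH beads · Buffer or medium – PBS with 0.05% Tween 20 and 0.1% BSA · Probe or stimulus – fluorescein-tagged arrestin peptide at 50 nM final · Incubation – compound with beads 12 min RT, then probe 1 h RT · Detection – high-throughput flow cytometry of beads, ex 488, em 535 nm · Evaluation – percent response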
# Numbers without * were called inactive; ? = inconclusive; nt = no result given. This is a random part of the collection; overall some 4.7% were active at least once.
no.	MITF act	SR-BI HDL uptake	dFosB activator	NSD2 HMT inh	CDK5 p35 inh	DSG3 Ab inh	SUMO Mot1 rescue	PKA-R2B act	SR-BI uptake up	PKA-R1A activ	Arrestin-AP2 inh	smiles
1	6	-4	8	4	-3.1	109	436	4	4	2	-3	Cc1nnc(SCC(=O)N2c3ccccc3CC2C)s1 (configuration not stated)
2	nt	1	6	2	-4.6	112	-1	3	-1	12	17	Cn1c(-c2ccc3ccccc3n2)[n+](C)c2ccccc21
3	-6	-15	?	-1	-3.2	nt	9	0	15	7	6	Cc1cc(-c2nnnn2-c2cc(Cl)cc(Cl)c2)no1
4	-16	nt	-6	3	0.2	102	-1	3	nt	2	0	CCCn1c(C)cc(C(=O)COC(=O)CN=C2NS(=O)(=O)c3ccccc32)c1C
5	-16	2	-19	4	-1.6	71*	16	-2	-2	0	20	Cc1cc(=O)oc2cc(OCC(=O)Nc3ccc(S(=O)(=O)N(C)C)cc3)ccc12
6	nt	18	-9	-6	1.3	nt	23	-6	-18	2	14	O=C(/C=C/c1ccco1)NC(=S)Nc1ccccn1
7	-12	-5	-3	-1	-0.8	112	7	0	5	-6	23	Cc1onc(-c2ccccc2)c1-c1ccnn1S(=O)(=O)c1ccc(Cl)cc1
8	72	47	-18	1	0.1	nt	-14	-3	-47	-22	-11	CC(=O)Nc1ccc(/C=C/c2nc3ccccc3o2)cc1
9	-3	6	9	-8	0.1	102	nt	-7	-6	-3	-13	Cc1ccc(NC(=O)NNc2cccc(Cl)n2)cc1
10	6	-12	2	-4	2.4	nt	-2	-8	12	-5	-2	CCc1nn(CC(=O)NCCCc2ccccc2)c(=O)c2cc3c(OC)cccc3n12
11	10	8	-6	-4	0.7	101	5	-1	-8	-17	0	CCn1nnnc1SCC(=O)N(C)C1CCS(=O)(=O)C1 (configuration not stated)
12	nt	44	29*	-2	0.6	93	-14	2	-44	-3	-5	Cc1onc(-c2ccccc2)c1C(=O)NC(=S)NNC(=O)c1cc(-c2ccc(F)cc2)n[nH]1
13	-3	-4	2	1	1.3	107	-9	-4	4	-4	0	COc1nccnc1NS(=O)(=O)c1ccc(N/C=C2\CCCCC2=O)cc1
14	-6	3	2	4	0.7	99	-8	nt	-3	nt	56*	CNC(=S)N1CCC(NC(=O)C23CC4CC(CC(C4)C2)C3)CC1
15	-12	-26	1	-2	-1.4	94	3	-7	26	-8	26	COCCn1c(SCC(=O)Nc2cc(C(C)(C)C)nn2-c2ccccc2)nc2ccccc2c1=O
16	60	24	1	0	1.0	100	-11	-7	-24	-5	25	Cc1ccc(/C=N/NC(=O)c2ccc(Br)o2)s1
17	nt	9	-9	nt	-1.9	107	-18	-2	-9	6	0	CN(C)CCCN1C(=O)c2oc3ccc(Cl)cc3c(=O)c2C1c1cccnc1 (configuration not stated)
18	-3	-14	0	-2	-0.2	111	7	-18	14	-5	-12	CCOc1ccc(S(=O)(=O)N2CCN=C2c2ccccc2)cc1
19	3	5	0	nt	-1.1	115	-18	-2	-5	-5	-9	C=CC[C@@H](CC(=O)OC(C)(C)C)C(=O)OC[C@@H]1CCCN1C(=O)[C@H](CC=C)CC(=O)NCCO
20	7	2	-1	nt	-2.0	104	13	-13	-2	-11	7	COc1ccc(-c2cn(CCC(=O)NCc3ccc(C)cc3)c(-c3ccncc3)n2)cc1
21	-9	-30	0	0	-3.0	102	-15	2	30	-3	5	O=C(Nn1c(-c2ccccc2)nc2ccccc2c1=O)c1cccs1
22	-2	6	7	-8	-0.4	104	-23	-4	-6	10	-4	O=C(N/C=C/n1cnc2cc(C(F)(F)F)ccc21)c1ccccc1F
23	0	34	1	-1	-0.1	101	-11	-10	-34	-10	-2	N#CC1C=Cc2ccccc2N1C(=O)c1ccccc1 (configuration not stated)
24	-19	nt	-2	4	-0.8	108	21	-4	nt	-1	37	O=C(CNCc1ccccn1)Nc1ccc([N+](=O)[O-])cc1C(=O)Nc1ccccc1F
25	5	-3	-5	5	0.1	108	-2	1	3	-2	-2	Cc1ccccc1C(=O)Nc1ccnn1C1CCN(C(C)Cc2ccccc2F)CC1 (configuration not stated)
26	-17	-25	-13	9	-0.4	98	20	-2	25	1	-11	Cc1c(CCOC(=O)C23CC4CC(CC(C4)C2)C3)sc[n+]1CC#N
27	8	-20	-1	-4	0.1	98	-5	3	20	-7	-5	CN(CC(=O)Nc1ccc(OC(F)(F)F)cc1)C1CCCCC1
28	0	8	-7	-1	-0.7	130	802*	-14	-8	-8	-4	Cc1sc2nc(CN3CCCC3)nc(NCc3ccncc3)c2c1C
29	53	13	-15	-6	-0.7	108	-17	-3	-13	-11	17	CC(=O)c1ccc(NC(=O)Nc2cccc(Cl)c2)cc1
30	-1	-19	-2	nt	2.7	100	6	3	19	-7	3	O=c1cc(Nc2ccc3c(c2)OCCO3)[nH]c(=O)n1-c1ccc(Br)cc1
31	nt	-9	-5	2	0.9	102	-3	-10	9	-1	2	COc1cc(C(C#N)N2N=C(c3ccccc3)CC2c2ccccc2)ccc1O (configuration not stated)
32	-9	-3	2	-2	0.8	108	3	0	3	-2	14	COc1ccc(C2=NN(CC(=O)NCC(OC)OC)C(=O)CC2)cc1
33	19	-17	1	-3	-3.7	96	-22	-2	17	1	2	COC(=O)C1C(O)=C(C=Nc2ccccc2)C(=O)CC1(C)C (configuration not stated)
34	5	1	-1	-2	0.1	106	3	-7	-1	3	36	CN(C)CCNC(=S)Nc1ccc(F)c(F)c1F
35	nt	-2	8	-3	2.1	nt	-7	-1	2	-3	-5	Cc1onc(-c2c(Cl)cccc2Cl)c1NC(=O)NNc1c(Cl)cncc1Cl
36	13	16	-11	1	0.3	96	2	1	-16	1	33	CCOC(=O)c1cc2c(c(CSc3nc4ccccc4c(=O)n3Cc3ccco3)c1)OCOC2
37	5	5	7	-4	-0.1	93	29	1	-5	-2	24	O=C(O)[C@H](Cc1ccccc1)Nc1ccc([N+](=O)[O-])cn1
38	4	-18	-1	-2	0.7	nt	-7	2	18	3	-6	CC(C)CNC(=O)C(=O)NCC1OCCN1S(=O)(=O)c1cccs1 (configuration not stated)
39	-10	13	-4	23	-2.2	108	0	1	-13	1	-18	CCOc1cc([N+](=O)[O-])cc(/C=C2/NC(=O)N(Cc3ccccc3F)C2=O)c1O
40	-3	-20	-5	-1	-0.2	119	10	-10	20	-4	-3	CCc1ccc(S(=O)(=O)NCCc2csc(-c3ccccc3)n2)s1
41	-5	-29	-4	-1	-0.4	93	1	0	29	-11	-6	Cc1ccc(C(=O)CCC(=O)Nc2cccc(C(F)(F)F)c2)cc1
42	3	1	-7	2	-0.8	99	64	-3	-1	-1	9	CNc1ccc(S(=O)(=O)NCC(=O)OC(C)C(=O)N(C)Cc2ccccc2)cc1[N+](=O)[O-] (configuration not stated)
43	2	-8	1	-3	-1.2	nt	0	-3	8	0	64*	COc1ccc(CC(=O)N2CCC(n3nccc3NC(=O)C3CCOC3)CC2)cc1 (configuration not stated)
44	61	0	-5	2	0.0	86	31	4	0	10	25	O=C(NC(=S)Nc1ccc(F)cc1)c1ccc2c(c1)OCCO2
45	10	-4	-2	0	-0.6	100	-1	-7	4	2	11	COC(=O)CCc1nc2cc(Cl)ccc2n(Cc2ccccc2)c1=O
46	7	-8	-2	-1	0.5	105	-10	-5	8	-5	10	N#CCCN(C(=O)COC(=O)c1cc(=O)c2ccccc2o1)c1ccccc1
47	6	-20	-1	3	2.1	110	-5	3	20	7	-1	CC(=O)Nc1ccccc1NC(=O)C/C(C)=N/NC(=O)c1cccnc1
48	-4	7	-12	18	-0.5	104	14	-4	-7	-5	17	Cc1ccc(/C=N/Nc2nc(N3CCCCC3)nc(N3CCCCC3)n2)o1

# Part of the list above, with values under each structure:
# The line under a structure holds: MITF act	SR-BI HDL uptake	dFosB activator	NSD2 HMT inh	CDK5 p35 inh	DSG3 Ab inh	SUMO Mot1 rescue	PKA-R2B act	SR-BI uptake up	PKA-R1A activ	Arrestin-AP2 inh
31: COc1cc(C(C#N)N2N=C(c3ccccc3)CC2c2ccccc2)ccc1O (configuration not stated)
 : nt	-9	-5	2	0.9	102	-3	-10	9	-1	2
32: COc1ccc(C2=NN(CC(=O)NCC(OC)OC)C(=O)CC2)cc1
 : -9	-3	2	-2	0.8	108	3	0	3	-2	14
33: COC(=O)C1C(O)=C(C=Nc2ccccc2)C(=O)CC1(C)C (configuration not stated)
 : 19	-17	1	-3	-3.7	96	-22	-2	17	1	2
34: CN(C)CCNC(=S)Nc1ccc(F)c(F)c1F
 : 5	1	-1	-2	0.1	106	3	-7	-1	3	36
35: Cc1onc(-c2c(Cl)cccc2Cl)c1NC(=O)NNc1c(Cl)cncc1Cl
 : nt	-2	8	-3	2.1	nt	-7	-1	2	-3	-5
36: CCOC(=O)c1cc2c(c(CSc3nc4ccccc4c(=O)n3Cc3ccco3)c1)OCOC2
 : 13	16	-11	1	0.3	96	2	1	-16	1	33
37: O=C(O)[C@H](Cc1ccccc1)Nc1ccc([N+](=O)[O-])cn1
 : 5	5	7	-4	-0.1	93	29	1	-5	-2	24
38: CC(C)CNC(=O)C(=O)NCC1OCCN1S(=O)(=O)c1cccs1 (configuration not stated)
 : 4	-18	-1	-2	0.7	nt	-7	2	18	3	-6
39: CCOc1cc([N+](=O)[O-])cc(/C=C2/NC(=O)N(Cc3ccccc3F)C2=O)c1O
 : -10	13	-4	23	-2.2	108	0	1	-13	1	-18
40: CCc1ccc(S(=O)(=O)NCCc2csc(-c3ccccc3)n2)s1
 : -3	-20	-5	-1	-0.2	119	10	-10	20	-4	-3
41: Cc1ccc(C(=O)CCC(=O)Nc2cccc(C(F)(F)F)c2)cc1
 : -5	-29	-4	-1	-0.4	93	1	0	29	-11	-6

# Bioassay records as filed in PubChem BioAssay.
